Bioassay records deposited in PubChem by Johns Hopkins Ion Channel Center.
KCNQ1 block: human KCNQ1 channel inhibition | 1.3% of 310,000 active | CHO-K1 KCNQ1, FluxOR thallium flux fluorescence; active compounds read high | P51787 | B-score at 10 µM;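 active means compounds whose thallium flux B-score, printed positive for inhibition, exceeds three library SD while starting fluorescence stays within three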;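 further: channel opened by potassium depolarization with thallium stimulus after 20 min compound exposure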
RGS4 act: RGS4 potentiation or activation | HEK293 M3R/inducible RGS4, carbachol calcium flux Fluo4; active compounds read low | B-score at 10 µM | 0.92% of 310,000 active | AID 463111;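 active means B-score of the integrated calcium signal more than 4 SD below the library mean, with starting fluorescence not abnormally high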;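 further: negative B-score means reduced calcium response which marks RGS4 activation or potentiation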
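Also added: carbachol at ECmax as muscarinic agonist stimulus; Assay system: HEK293 cells with stable M3R and inducible RGS4; Timing: overnight RGS4 induction, 30 min dye load 37 °C, 20 min compound RT; Measured by: Fluo4-AM (2 µM) calcium-flux fluorescence, kinetic read.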
KCNK3 inh: human KCNK3 channel inhibition, primary screen. O14649. CHO-KCNK3 thallium flux, FluxOR fluorescence; active compounds read low. B-score at 10 µM. 0.84% of 340,000 active;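 active means B-score under library mean minus 4 SD, starting fluorescence ratio at most library mean plus 5 SD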;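 further: more negative B-score means stronger inhibition of thallium flux through KCNK3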
Target sequence (O14649 whole entry, looked up): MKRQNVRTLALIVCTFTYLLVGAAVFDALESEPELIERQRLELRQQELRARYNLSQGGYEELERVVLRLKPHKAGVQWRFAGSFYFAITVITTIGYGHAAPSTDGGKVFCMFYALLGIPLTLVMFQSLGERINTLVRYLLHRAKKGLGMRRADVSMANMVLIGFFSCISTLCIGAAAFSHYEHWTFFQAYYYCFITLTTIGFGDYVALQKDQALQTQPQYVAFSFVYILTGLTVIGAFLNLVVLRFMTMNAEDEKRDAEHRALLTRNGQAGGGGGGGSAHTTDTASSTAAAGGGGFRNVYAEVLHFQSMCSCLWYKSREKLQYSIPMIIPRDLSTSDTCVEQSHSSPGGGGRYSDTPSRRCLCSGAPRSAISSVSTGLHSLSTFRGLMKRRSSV
KCNQ1 pot: potentiates or activates the human KCNQ1 potassium channel; P51787; CHO-K1 KCNQ1, thallium flux FluxOR fluorescence; active compounds read high; B-score at 10 µM; 0.35% of 310,000 active;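 active means fluorescence ratio B-score, a plate-corrected score, at least three library SD, with initial intensity B-score within 5 SD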
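assay system = KCNQ1-transfected CHO-K1 cells | medium = assay buffer with matched DMSO | probe or stimulus = depolarizing K+/Tl+ stimulus, K2SO4 and Tl2SO4 each 12.5 mM in 5x stock | dosing = single dose | incubation = dye 90 min, compound 20 min, room temperature | detection = kinetic FluxOR fluorescence, 10 s baseline plus 110 s post-stimulus | evaluation = ratio B score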
MrgX1 PAM: allosterically activates human MrgX1 receptor signaling | Q96LB2 | MrgX1-HEK293, Fluo-4 calcium flux, FDSS; active compounds read high | B-score at 10 µM | 0.63% of 310,000 active | AID 588675;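 active means plate-corrected calcium response at least 3 library SD above typical, normal starting fluorescence, not activating the receptor alone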;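 further: compound read alongside a low EC10 to EC30 dose of BAM8-22 agonist; peak minus trough fluorescence over baseline measured at the second addition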
Target sequence (Q96LB2 whole entry, looked up): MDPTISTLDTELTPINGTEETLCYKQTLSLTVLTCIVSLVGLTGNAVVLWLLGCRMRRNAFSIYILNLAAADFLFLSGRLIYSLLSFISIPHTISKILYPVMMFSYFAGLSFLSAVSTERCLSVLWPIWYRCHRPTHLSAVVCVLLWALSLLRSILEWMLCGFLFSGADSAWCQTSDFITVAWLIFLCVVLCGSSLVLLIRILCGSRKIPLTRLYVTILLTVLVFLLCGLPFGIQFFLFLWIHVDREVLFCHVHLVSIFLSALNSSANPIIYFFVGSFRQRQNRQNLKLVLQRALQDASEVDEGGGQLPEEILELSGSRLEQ
MrgX1 agonist: agonists of human MrgX1 receptor; 0.44% of 310,000 active; MrgX1-HEK293 cells, Fluo-4 calcium fluorescence, agonist mode; active compounds read high; Q96LB2; B-score at 10 µM;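 active means calcium response B-score plate-corrected fluorescence ratio at least 3 library SD, with starting fluorescence B-score inside 5 SD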
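times = overnight plating, then 30 min 37 °C plus 30 min room-temperature dye loading | assay system = stable human MrgX1 HEK293 cell line | input = fifteen thousand cells per well | signal = kinetic calcium dye fluorescence, Fluo-4 NW | dosing = compound delivered in addition one of three | read-out = B-scored fluorescence response ratio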
ANO1 block: blocks the mouse calcium-activated chloride channel TMEM16A | 1.2% of 310,000 active | Q8BHY3 | normalized B-score (activity score, 25-100; higher = stronger inhibition) at 10 µM | HEK293 TMEM16A/YFP iodide influx fluorescence, ionomycin;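 active means ratio plate-corrected score three or more library SD toward inhibition, starting fluorescence score within five deviations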;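 further: score derived from kinetic fluorescence span divided by baseline fluorescence per well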
hERG protect: hERG (human) protection from proarrhythmic block; Q12809; CHO-hERG, FluxOR thallium flux, dofetilide IC70 present; activation (rescue from dofetilide block), less the hit threshold, % at 10 µM; 0.51% of 310,000 active;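 active means activation above the mean of controls blocked by dofetilide plus 5 SD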;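 further: thallium influx through hERG after potassium depolarization seen as dye fluorescence rise; in these data hits start at about 4.7%; inactives centre near -7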
RGS4 inh: inhibitors of human RGS4; P49798; HEK293 M3R/RGS4 inducible, Fluo-4 calcium flux; active compounds read high; triggered by carbachol at its EC20; B-score at 10 µM; 0.45% of 310,000 active;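 active means B-score, a plate-corrected calcium signal, over three deviations above library mean, with baseline fluorescence within five deviations of library mean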;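 further: RGS4 expression induced by doxycycline in cells with stable M3 receptor; B-score is computed from the integrated fluorescence ratio over baseline after carbachol; higher B-score means a larger calcium signal and so more RGS4 inhibition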
ANO1 activ: activates or potentiates the mouse TMEM16A chloride channel; B-score at 10 µM; AID 623877; HEK293 TMEM16A/YFP-H148Q/I152L, iodide quench fluorescence; active compounds read low; Q8BHY3; 0.3% of 340,000 active;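 active means fluorescence-ratio B-score plate-corrected deviation score at least 3 library SD below zero, with starting fluorescence score within 5 deviations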;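 further: channel opened by trigger with iodide after compound preincubation; score built on the fluorescence ratio of max minus min over baseline; more negative score means more quench and so TMEM16A activation or potentiation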
KCNK9 inh: human KCNK9 channel inhibition. HEK293 KCNK9, FluxOR thallium flux fluorescence; active compounds read low. Q9NPC2. B-score at 10 µM. AID 488922. 1.2% of 310,000 active;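 active means ratio B-score over 3 SD below the library mean, with starting fluorescence within 5 SD of its mean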;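 further: negative B-score means less thallium flux so channel inhibition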
Target sequence (Q9NPC2 whole entry, looked up): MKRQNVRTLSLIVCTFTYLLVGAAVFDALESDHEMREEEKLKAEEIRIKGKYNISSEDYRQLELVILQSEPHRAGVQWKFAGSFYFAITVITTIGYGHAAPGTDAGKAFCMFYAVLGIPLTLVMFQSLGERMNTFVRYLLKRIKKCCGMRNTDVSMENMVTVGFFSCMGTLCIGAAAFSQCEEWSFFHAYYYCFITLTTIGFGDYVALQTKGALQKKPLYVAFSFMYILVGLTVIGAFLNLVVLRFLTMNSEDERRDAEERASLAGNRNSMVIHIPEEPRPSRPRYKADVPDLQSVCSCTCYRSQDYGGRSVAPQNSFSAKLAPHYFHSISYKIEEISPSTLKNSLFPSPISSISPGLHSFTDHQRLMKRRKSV
* = called active by the depositor; i = inactive; . = no result given.

SMILES | KCNQ1 block | RGS4 act | KCNK3 inh | KCNQ1 pot | MrgX1 PAM | MrgX1 agonist | ANO1 block | hERG protect | RGS4 inh | ANO1 activ | KCNK9 inh
C[C@@H]1CC2[C@@H]3CC[C@H]4CC(=O)CC[C@]4(C)C3=CC[C@]2(C)[C@@]1(O)C(=O)CO (some centres undefined) | i | i | i | i | i | i | i | -3 | i | i | i
CCN(Cc1ccccc1)C(=O)c1ccc(Cl)cc1[N+](=O)[O-] | i | i | i | i | i | i | i | -17 | i | i | i
O=C(Oc1ccc(=O)n(-c2ccccc2)n1)c1ccc(Cl)cc1 | i | i | i | i | i | i | i | -16 | i | i | i
CCN1C(=O)[C@@H]2[C@@H](c3ccc(-c4ccc5c(c4)OCO5)c(OC)c3)N3CCC[C@@]3(C(=O)OC)[C@@H]2C1=O | . | . | i | . | i | i | i | . | . | i | .
CC(=O)C1C(c2ccc([N+](=O)[O-])cc2)c2c(noc2C)CC1(C)O (centres undefined) | i | -8.5* | i | i | i | i | i | -9 | i | i | i
COc1ccc(CCn2c(C)cc(C(=O)COC(=O)c3cnc(C)cn3)c2C)cc1 | i | i | i | i | i | i | i | -19 | i | i | i
COc1ccc(N=C2NN=C(c3c(C)[nH]c4ccccc34)CS2)cc1 | i | i | i | i | i | i | i | -4 | i | i | i
CCCCCCCNC(=O)CN1N=C(c2ccc(C)cc2)CCC1=O | i | i | i | i | i | i | i | -10 | i | i | i
CCOC(=O)c1nn(-c2ccccc2F)c(-c2ccccc2)c1C(=O)c1ccccc1 | i | i | i | i | i | i | i | -7 | i | i | -11*
CCOc1ccc(-n2c(SCc3ccc(C(=O)OC)o3)nc3c(c2=O)SCC3)cc1 | . | . | i | . | i | i | i | . | . | i | .
CCOC(=O)Nc1sc(C)c(C)c1C(=O)OCC | i | i | i | i | i | i | i | -5 | i | i | i
CCc1ccc2c(c1)C(O)(CC(=O)c1cccs1)C(=O)N2 (centres undefined) | i | i | i | i | i | i | i | -3 | i | i | i
O=C1NC(c2ccccc2)Nc2c1sc(=S)n2-c1ccccc1 (centres undefined) | i | i | i | i | i | i | i | -9 | i | i | i
Cc1ccc(NC(=O)CCCc2ccccc2)c([N+](=O)[O-])c1 | i | i | i | i | i | i | i | -3 | i | i | i
Cc1ccc(C(=O)Nc2nnc(-c3ccncc3)o2)cc1 | i | i | i | i | i | i | i | -9 | i | i | i
Cc1cc(C)cc(OCC(=O)OCc2nnc(-c3ccccc3)o2)c1 | i | i | i | i | i | i | i | -7 | i | i | i
O=C1c2ccccc2C(=O)c2c1ncn2-c1ccccc1 | i | i | i | i | i | i | i | -4 | i | i | i
O=C(/C=C/c1ccccc1)NCCc1ccccc1 | i | i | i | i | i | i | i | -6 | i | i | i
O=C(OCn1nnc2ccccc2c1=O)C1CCN(S(=O)(=O)c2cccs2)CC1 | i | i | i | i | i | i | i | -11 | i | i | i
Fc1ccc(N/N=C/C=C/c2ccccc2)c(F)c1 | i | i | i | i | i | i | i | -3 | i | i | i
C/C(=N/N=C(/C)c1cccs1)c1cccs1 | i | i | i | i | i | i | i | -7 | i | i | i
O=C(N/N=C/c1c(Cl)[nH]c2ccccc12)c1sc2ccccc2c1Cl | i | i | i | i | i | i | i | -7 | i | i | i
CCc1noc(C)c1C(=O)N(C)CC(=O)Nc1ccccc1Br | i | i | i | i | i | i | i | -14 | i | i | i
CN(C)c1ccc(-c2nn3c(C4CCCCC4)nnc3s2)cc1 | i | i | i | i | i | i | i | -16 | i | i | i
O=C(Nc1ccccc1C(=O)O)c1cc(S(=O)(=O)N2CCCCC2)cs1 | i | i | i | i | i | i | i | -7 | i | i | i
Cc1ccc(-c2csc(NC(=O)c3cc([N+](=O)[O-])ccc3N3CCOCC3)n2)cc1 | i | i | i | i | i | i | i | -10 | i | i | i
COc1ccc(C(=O)N/C(=C\c2ccc(Cl)cc2)C(=O)NCC2CCCO2)cc1 (centres undefined) | i | i | i | i | i | i | i | -14 | i | i | i
CCC(C)(C)c1nnc(NC(=O)C2CCN(C(=O)c3ccco3)CC2)s1 | i | i | i | i | i | i | i | -5 | i | i | i
CN1C(=O)CSc2ccc(NC(=O)NCc3ccccc3)cc21 | i | i | i | i | i | i | i | -12 | i | i | i
COc1oc(-c2ccc(Cl)cc2)nc1C(F)(F)F | i | i | i | i | i | i | i | -6 | i | i | i

Whole records from above. Order of screens: KCNQ1 block, RGS4 act, KCNK3 inh, KCNQ1 pot, MrgX1 PAM, MrgX1 agonist, ANO1 block, hERG protect, RGS4 inh, ANO1 activ, KCNK9 inh
O=C(N/N=C/c1c(Cl)[nH]c2ccccc12)c1sc2ccccc2c1Cl in the list: i, i, i, i, i, i, i, -7, i, i, i
Cc1ccc(-c2csc(NC(=O)c3cc([N+](=O)[O-])ccc3N3CCOCC3)n2)cc1 in the list: i, i, i, i, i, i, i, -10, i, i, i

Next section:
SMILES | KCNQ1 block | RGS4 act | KCNK3 inh | KCNQ1 pot | MrgX1 PAM | MrgX1 agonist | ANO1 block | hERG protect | RGS4 inh | ANO1 activ | KCNK9 inh
COc1cc(C(=O)NCCC(=O)NC(C)CCc2ccccc2)cc(OC)c1OC (centres undefined) | i | i | i | i | i | i | i | -2 | i | i | i
COc1cccc(-c2nc(NCCN3CCOCC3)c3ccccc3n2)c1O | i | i | i | i | i | i | i | -27 | i | i | i
CCOc1ccc(C(=O)NCCC(=O)NCCCC(=O)O)cc1 | i | i | i | i | i | i | i | -1 | i | i | i
O=c1c2cnn(-c3ccccc3)c2ncn1Cc1ccccn1 | i | i | i | i | i | i | i | -8 | i | i | i
O=C(OCc1cccc(C(F)(F)F)c1)c1cc(S(=O)(=O)N2CCOCC2)ccc1F | i | i | i | i | i | i | i | -9 | i | i | i
COc1ccc(S(=O)(=O)N2CCN(C(=O)c3ccc(C)o3)CC2)cc1 | i | i | i | i | i | i | i | -10 | i | i | i
CCOc1ccccc1NC(=O)c1ccc([N+](=O)[O-])cc1 | i | i | . | i | i | i | i | -3 | i | . | i
CCCCNC(=O)Cn1cnc2sc(C)c(S(=O)(=O)N3CCN(c4ccccc4OC)CC3)c2c1=O | i | i | i | i | i | i | i | -4 | i | i | i
CCOC(=O)Cc1csc(NC(=O)C2CCCCC2C(=O)O)n1 (centres undefined) | i | i | i | i | i | i | i | -4 | i | i | i
Cc1cccc(C(=O)NC2CC3CCCC(C2)N3S(=O)(=O)c2ccccc2)c1 (centres undefined) | i | i | i | i | i | i | i | -10 | i | i | i
COc1ccc(S(=O)(=O)N/N=C/c2ccc(OCCN3CCOCC3)c(OC)c2)cc1 | i | i | i | i | i | i | i | -14 | i | i | i
C=CCNC(=O)C(=O)Nc1cc2c3c(c1)CCC(=O)N3CCC2 | i | i | i | i | i | i | i | -3 | i | i | i
COc1cc(CNc2ccc3[nH]c(=O)[nH]c3c2)ccc1OCc1ccccc1C | i | i | i | i | i | i | i | -12 | i | i | i
COc1cccc(C2C(C#N)=C(N)N(N(C)C)C3=C2C(=O)CCC3)c1 (centres undefined) | i | i | i | i | i | i | i | -8 | i | i | i
CCOc1ncccc1C(=O)OCc1ccc(Cl)cc1 | i | i | i | i | i | i | i | -14 | i | i | i
Cc1[nH]c2ccccc2c1SCCNC(=O)c1ccc(Br)o1 | i | i | -9* | i | i | i | i | -18 | i | i | i
COCCN=C1Sc2nc3ccc(C)cc3cc2CN1Cc1ccco1 | i | i | i | i | i | i | i | -11 | i | i | i
Cc1onc(-c2ccccc2)c1NC(=O)Nc1ccc(OC(F)F)cc1 | i | i | i | i | i | i | i | -8 | i | i | i
O=S(=O)(NCc1cccnc1)c1ccc(Cl)c2ccccc12 | i | i | i | i | i | i | i | -4 | i | i | i
Cc1ccc(C(=O)O/N=C(\N)c2ccc(C(F)(F)F)cn2)cc1 | i | i | i | i | i | i | i | -5 | i | i | i
CCOC(=O)C1=C(CN2CCOCC2)NC(=O)NC1c1cccc([N+](=O)[O-])c1 (centres undefined) | i | i | i | i | i | i | i | -11 | i | i | i
CN(Cc1ccccc1)S(=O)(=O)c1ccc(NC(=O)C2CCCO2)cc1 (centres undefined) | i | i | i | i | i | i | i | -9 | i | i | i
CC1=C(C(=O)OCc2ccccc2)C(c2cccc(Br)c2)NC(=O)N1 (centres undefined) | i | i | i | i | i | i | i | -5 | i | i | i
CC(=O)c1ccc(NC(=S)NCCCn2ccnc2)cc1 | i | i | i | i | i | i | i | -14 | i | i | i
COc1ccc(CCC(=O)NCCNC(=O)CCc2ccc(OC)cc2)cc1 | i | i | i | i | i | i | i | -8 | i | i | i
O=C(NC1=NCCS1)c1ccc(Cl)cc1 | i | i | i | i | i | i | i | -3 | i | i | i
S=c1[nH]nc(CCSCc2ccccc2)n1-c1ccccc1 | i | i | i | i | i | i | i | -17 | i | i | i
CCC(CC)c1nnc(NC(=O)c2cc(-c3ccccc3)nc3ccccc23)s1 | i | i | i | i | i | i | i | -8 | i | i | i
Cc1cccc(NC(=O)CN2C(=O)C(C)Oc3ccccc32)n1 (centres undefined) | i | i | i | i | i | i | i | -14 | i | i | i
Cc1ccccc1NC(=O)Cc1nc(COC(=O)CCNS(=O)(=O)c2ccccc2)cs1 | i | i | i | i | i | i | i | -14 | i | i | i
Cc1ccc(C(=O)c2cc([N+](=O)[O-])ccc2N2CCOCC2)cc1C | i | i | i | i | i | i | i | -8 | i | i | i
CC(C)(C)OC(=O)N1Cc2ccccc2C[C@H]1C(=O)NC1CCCC1 | i | i | i | i | i | i | i | -6 | i | i | i
Cc1cc(-c2n[nH]c(=S)n2/N=C/c2ccco2)n[nH]1 | i | i | i | i | i | i | i | -11 | i | i | i
COc1ccc(-n2c(COc3ccc(C)cc3)nnc2SCc2ccc(C#N)cc2)cc1 | i | i | i | i | i | i | i | -5 | i | i | i
O=C(NC1CCSc2ccccc21)c1ccccc1F (centres undefined) | i | i | i | i | i | i | i | -10 | i | i | i
CCOC(=O)Cc1nnc(NC(=O)CSc2ncc(-c3ccccc3)nn2)s1 | i | i | i | i | i | i | i | -11 | i | i | i
Cc1cc(C)c2nc(N3CCN(C)CC3)c(C#N)cc2c1 | i | i | i | i | i | i | i | -12 | i | . | i

No enrichment for hits. Share with any hit: about 6.3%.
